Screens deposited in PubChem by The Scripps Research Institute Molecular Screening Center.
GPR151 activ: human GPR151 activation | 650,000 tested, 1% active | activation, % at 11.2 µM | Q8TDV0 | PathHunter beta-arrestin GPR151 cells, luminescence; in the data active = activation above about 4.9%;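 note: 0% = median of compound wells and 100% = cells with positive control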
Target sequence (Q8TDV0 whole entry, looked up): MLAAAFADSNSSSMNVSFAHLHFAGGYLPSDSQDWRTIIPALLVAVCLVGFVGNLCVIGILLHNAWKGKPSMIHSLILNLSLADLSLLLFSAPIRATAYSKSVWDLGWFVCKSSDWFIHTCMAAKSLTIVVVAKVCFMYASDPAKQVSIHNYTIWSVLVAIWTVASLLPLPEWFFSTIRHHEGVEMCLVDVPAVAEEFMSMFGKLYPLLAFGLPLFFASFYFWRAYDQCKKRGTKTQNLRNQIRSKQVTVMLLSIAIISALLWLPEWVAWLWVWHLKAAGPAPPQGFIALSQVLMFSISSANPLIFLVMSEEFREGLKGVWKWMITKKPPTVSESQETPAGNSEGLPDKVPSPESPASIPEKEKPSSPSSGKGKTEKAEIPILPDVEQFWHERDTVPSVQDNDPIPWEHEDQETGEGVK
MITF inh: human MITF inhibition, primary screen; inhibition, % at 2.6 µM; 650,000 tested, 0.91% active; AlphaScreen MITF homodimerization, bead proximity signal; AID 1259374; in the data active = inhibition above about 50%;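 note: 0% = vehicle wells with protein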
Target sequence (O75030 whole entry, looked up): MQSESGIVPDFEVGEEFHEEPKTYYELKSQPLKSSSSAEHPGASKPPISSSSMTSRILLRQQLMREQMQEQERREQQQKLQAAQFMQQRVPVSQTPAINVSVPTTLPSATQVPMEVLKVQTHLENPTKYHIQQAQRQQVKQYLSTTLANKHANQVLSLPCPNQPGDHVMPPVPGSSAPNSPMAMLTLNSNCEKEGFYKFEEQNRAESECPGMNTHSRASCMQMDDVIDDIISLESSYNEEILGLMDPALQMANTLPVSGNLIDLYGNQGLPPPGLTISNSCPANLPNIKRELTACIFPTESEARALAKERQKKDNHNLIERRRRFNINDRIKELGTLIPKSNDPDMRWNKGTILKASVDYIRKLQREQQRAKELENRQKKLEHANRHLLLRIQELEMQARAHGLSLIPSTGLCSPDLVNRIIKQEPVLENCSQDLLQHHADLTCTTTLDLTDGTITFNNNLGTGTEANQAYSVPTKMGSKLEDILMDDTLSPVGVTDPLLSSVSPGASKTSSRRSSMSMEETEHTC
TEAD-YAP block: TEAD-YAP interaction inhibition; HEK-TIYL cells, TEAD-Gal4/YAP UAS-luciferase luminescence; inhibition, % at 9.12 µM; 640,000 tested, 1.4% active; AID 1259422; in the data active = inhibition above about 32%;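 note: 0% = median of test compound wells and 100% = reference inhibitor wells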
FBW7 activator: human FBW7 E3 ligase activation, primary screen. Q969H0. AlphaScreen FBW7–phospho-cyclin E peptide binding, activator screen. normalized activity (activation), % at 26.1 µM. 650,000 tested, 0.13% active; in the data active = normalized activity above about 1.9%;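 note: purified mutant Fbw7 with reduced substrate affinity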
Starred values were filed as active, the others as inactive.

SMILES | GPR151 activ | MITF inh | TEAD-YAP block | FBW7 activator
Cc1ccc(OCCN2CCOCC2)c(C)c1 | -1.1 | 3.5 | -6.7 | 0.0
Cc1ccc2c(c1)NC(=O)C(CC(=O)NCCCN(Cc1ccccc1)C(C)C)O2 (configuration not stated) | -1.5 | 18.4 | 16.3 | 0.8
COC(=O)C(C(=O)Nc1ccc([N+](=O)[O-])cc1)C1CCCC1 (configuration not stated) | 1.5 | 5.4 | -7.2 | 0.0
COc1ccc(C(=O)Oc2ccc(C(C)=O)cc2)cc1[N+](=O)[O-] | 1.1 | 5.3 | 3.7 | 0.2
O=C(Nc1ccccc1Cl)c1cnc2ccccn2c1=O | 0.0 | -8.2 | -10.8 | -0.1
Cc1ccc(CN2CCN(Cc3cccn3-c3nccs3)CC2CCO)o1 (configuration not stated) | -2.3 | 14.7 | -0.4 | 0.3
CCCCNC(=O)CCC1(Cc2ccco2)CCC(=O)N1 (configuration not stated) | 1.0 | 4.2 | 10.3 | 0.0
CCOc1ccc(-n2cc(C(=O)Nc3c(F)cccc3F)c3cc(OC)c(OC)cc3c2=O)cc1 | -0.9 | -6.0 | -0.4 | 0.8
Cc1ccc(NC(=O)c2ccc3c(c2)C(=O)N(c2ccc(C)cc2)C3=O)cc1 | -1.2 | -1.6 | -8.9 | 0.2
COCc1nc2ccccc2n1Cc1ccc(C)cc1 | -1.6 | -7.6 | -56.4 | 0.5
CCOc1ccccc1NC(=O)CSC(C)c1nc2ccccc2c(=O)[nH]1 (configuration not stated) | -0.3 | 0.0 | -11.9 | 0.2
Nc1nc2nc(-c3ccco3)cc(C(F)(F)F)n2n1 | 0.5 | 3.8 | -27.1 | -0.1
C#CCSc1nc2ccc(OCC)cc2[nH]1 | 0.0 | 5.6 | -27.8 | 0.4
CCOc1ccccc1NCN1C(=O)CSC1=O | 3.5 | -0.4 | 2.3 | 0.0
COc1ccc(NC(=O)CS(=O)CC(=O)N2CCN(C3CCCCC3)CC2)cc1 (configuration not stated) | 0.9 | -6.8 | 5.7 | -0.1
Cc1cc(NCc2cccc(C(F)(F)F)c2)nc(-c2ccc(N3CCN(C)CC3)cc2)n1 | 2.4 | -1.2 | 8.8 | 0.1
COc1ccc(NC(=O)C(=O)NCC(=O)Nc2cc(OC)ccc2OC)cc1 | 2.4 | -8.2 | -9.9 | -0.2
Cc1nc(-c2ccc(NC(=O)c3cc4cc(Br)cc(Br)c4oc3=O)cc2)cs1 | 0.3 | 0.0 | 4.4 | 0.5
COc1ccc(-c2cnc3ccc(NCc4cc(OC)c(OC)c(OC)c4)nn23)cc1 | -0.6 | -29.9 | -15.2 | 0.2
CCN(CC)CCn1c(C)nc2cc3ccccc3cc2c1=O | -0.5 | 14.7 | -10.4 | 0.1
Cc1ccc(CN(Cc2ccccn2)C(=S)Nc2ccc(C)cc2)cc1 | 0.8 | 12.8 | 6.7 | -0.1
C/C(=N\Nc1ccc(Cl)c(C(=O)O)c1)c1ccccc1 | -0.3 | -2.2 | -85.5 | -0.1
Cc1ccc(-c2nc3ccccn3c2C=O)cc1 | -5.3 | -5.5 | -42.7 | 0.0
O=S(=O)(N/N=C/c1cccc(F)c1)c1ccccc1 | 0.3 | 18.7 | -4.7 | 0.1
CC1CCN(Cc2c(O)ccc3c4c(c(=O)oc23)CCCC4)CC1 | -0.9 | -1.4 | -3.0 | 0.0
COc1cc(Nc2nc3ccccc3n3c(C)nnc23)cc(OC)c1 | -0.3 | 1.9 | 0.3 | 0.3
CC(C)(C)CC(=O)Nc1nnc(CC(C)(C)C)s1 | 0.3 | -6.5 | 4.8 | 0.3
CCCN1C(=O)C(C)(C)COc2cc(NC(=O)c3ccccc3Br)ccc21 | -0.6 | 19.6 | -2.6 | 0.1
Cc1nc2ccc(S(=O)(=O)NC(C(=O)Nc3ccccn3)C(C)C)cc2s1 (configuration not stated) | -0.7 | 15.5 | 3.0 | 0.3
NC(=O)c1sc2cc(OCCCF)ccc2c1Cl | -0.5 | 6.3 | -40.1 | -0.1
CCN(C(=O)Cn1ncc2c1-c1cc(C)ccc1OC2)c1ccc(OC)cc1 | 1.1 | 2.2 | -2.7 | -0.2
O=C(Nc1ccc(Br)cc1F)c1cc(S(=O)(=O)NCc2ccccc2Cl)ccc1F | -1.3 | -7.7 | -8.9 | -0.1
Cc1ccc(CN[C@H]2C[C@H]3C(=O)N[C@H](CO)C(=O)N3C2)cc1 | -0.1 | 10.9 | 8.2 | 0.0
COc1ccc(C(=O)n2nc(-c3ccc(OC)cc3)nc2N)cc1 | 0.1 | 7.8 | -4.0 | -0.1
CCOC(=O)c1ccc(OCC2c3cc(OC)c(OC)cc3CCN2C(=O)c2cc(OC)cc(OC)c2)cc1 (configuration not stated) | -1.9 | 7.3 | -11.5 | 0.0
Cc1cc(C)c2sc(NC(=O)c3ccccc3C)nc2n1 | -1.2 | -17.4 | 61.3* | 0.1
COC(=O)c1ccccc1NS(=O)(=O)c1ccccc1C(=O)OC | -0.4 | -6.6 | -5.7 | -0.1
CCCN(CCC)CCCNC(=O)c1nn(-c2cc(OC)cc(OC)c2)c(=O)c2ccccc12 | -0.7 | 22.4 | 1.4 | 0.3
Cn1c(=O)c2c(SCC(=O)Nc3cccc4ccccc34)nc(C3CC3)nc2n(C)c1=O | -0.9 | 11.3 | 14.0 | 0.3
CC(C)(C)c1ccc(C(=O)NCc2cccnc2)cc1 | -0.5 | 16.1 | -11.5 | 0.1
Cc1ccc(N(CC(=O)NC(C(C)C)C(C)C)S(C)(=O)=O)c(C)c1 | 0.6 | -6.7 | 24.4 | 0.0
COc1cccc(/C=C/C(=O)c2c(O)cc(C)oc2=O)c1O | -1.0 | -5.8 | -65.3 | 0.0
COc1ccccc1NC(=O)Nc1nnc(COc2ccc([N+](=O)[O-])cc2)s1 | 1.3 | 0.6 | 3.6 | 0.0
O=c1[nH]c(C2CCCNC2)nc2c1nnn2Cc1ccccc1 (configuration not stated) | -1.3 | 1.2 | -6.2 | -0.2
Cc1ccc(/C=c2/sc3nc4cc(C)c(C)cc4n3c2=O)o1 | 1.6 | -1.0 | -13.4 | -0.2
O=C(Nc1ccc(Cl)cc1Cl)/C(=C/c1cccc([N+](=O)[O-])c1)NC(=O)c1ccccc1Br | 0.4 | 2.8 | 2.7 | 0.0
NC(=O)c1ccc(-c2nc(N)c3ncn(-c4ccsc4)c3n2)cc1 | 2.8 | 19.2 | 58.4* | 0.0
O=C(O)CN1C(=O)C(=O)/C(=C(/O)c2ccc(Cl)cc2)C1c1ccccc1[N+](=O)[O-] (configuration not stated) | 1.0 | 11.6 | 2.8 | -0.2
FC(F)(F)c1cccc(Nc2nccn3c(-c4ccsc4)cnc23)c1 | 0.5 | 0.2 | 5.1 | 0.0
O=C(CSc1ccccn1)N/N=C/c1cc([N+](=O)[O-])ccc1O | -2.1 | 46.7 | 20.6 | -0.7
O=C(/C=C/NNC(=O)c1ccccc1)c1ccc([N+](=O)[O-])cc1 | -0.1 | -3.6 | -6.0 | 0.1
COc1ccccc1NC(=O)c1ccc2ccccc2n1 | 1.5 | -9.8 | -46.2 | 0.1
CC(C)NS(=O)(=O)c1ccc(C(=O)O)cc1 | 2.1 | 8.4 | 1.8 | 0.1
CCOc1ccc(NC(=O)C/C(C)=N/NC(=O)C(=O)NCCOC)cc1 | 0.7 | -11.2 | -27.9 | 0.0
Clc1ccccc1-c1[nH]ncc1-c1ccncn1 | 0.4 | 10.1 | 0.8 | 0.2
COC(=O)c1cn(NC(=O)/C=C/c2cccc(Cl)c2)c(=O)c2ccccc12 | 0.1 | 3.4 | 6.4 | -0.2
O=C(O)CN1C(=O)C2CCCN2c2ncc(Cl)cc21 (configuration not stated) | 0.1 | 8.7 | -1.0 | 0.8
O=C(OCc1ccccc1)/C(=C/c1c[nH]c2ccccc12)[N+](=O)[O-] | 5.5* | 12.8 | 8.2 | 0.2
CC(=O)Nc1ccc(C)cc1C(=O)c1ccccc1 | -1.3 | 10.9 | -5.1 | 0.4
COc1ccc(C(N)C(=O)N2CCC(Nc3cccc4cncc(C)c34)CC2)cc1 (configuration not stated) | 0.3 | 11.8 | 2.6 | -0.8

As a working copy, part of the list above.
SMILES | GPR151 activ | MITF inh | TEAD-YAP block | FBW7 activator
CC(C)NS(=O)(=O)c1ccc(C(=O)O)cc1 | 2.1 | 8.4 | 1.8 | 0.1
CCOc1ccc(NC(=O)C/C(C)=N/NC(=O)C(=O)NCCOC)cc1 | 0.7 | -11.2 | -27.9 | 0.0

New compounds follow.
SMILES | GPR151 activ | MITF inh | TEAD-YAP block | FBW7 activator
COc1ccc(C(=O)C2CCCN(C(=O)Cn3cnc4ccccc43)C2)c(C)c1 (configuration not stated) | -0.3 | -3.1 | -9.2 | -0.1
CCOc1ccc(/C=C2/N=C(C)C(C(=O)OC)=C2O)cc1 | -1.1 | 26.4 | -2.3 | 0.2
CCOC(=O)CSc1nnc(NC(=O)c2ccccc2Cl)s1 | -1.1 | -2.4 | 6.2 | 0.1
CCC(C(=O)NCCc1cn2ccc(C)cc2n1)c1ccccc1 (configuration not stated) | 2.3 | -3.9 | 11.7 | 0.0
CCCCn1c(-c2ccccc2)n[nH]c1=S | 1.8 | 15.0 | 15.8 | 0.0
CC(=O)OCC1=C(C(=O)O)N2C(=O)C(NC(=O)c3cccc(F)c3)C2SC1 (configuration not stated) | -1.1 | 7.4 | 4.2 | -0.1
CC1=NNC(=O)C1CCC(=O)N/N=C/c1ccc(Cl)cc1Cl (configuration not stated) | -0.9 | -9.1 | 6.9 | 0.1
CCCc1ccc(OCC(O)CN2CCN(c3ccc(F)cc3)CC2)cc1 (configuration not stated) | 1.6 | 5.1 | -2.5 | -0.1
O=C(CCn1c(=O)[nH]c2ccccc2c1=O)NC1CCN(Cc2ccccc2)CC1 | 0.2 | -0.8 | -2.1 | -0.2
CCc1ccc(C2=NC(c3ccc(Cl)cc3Cl)NC(c3cc(Cl)ccc3O)C2)cc1 (configuration not stated) | 1.9 | 11.1 | 8.9 | 0.6
CC(C)c1ccc(C2/C(=C(\O)c3ccc(Br)cc3)C(=O)C(=O)N2c2nccs2)cc1 (configuration not stated) | -1.4 | -4.6 | -10.5 | -0.1
O=C1CC(CSc2nnc(-c3ccccc3)n2-c2ccccc2)=NN1 | -0.4 | 1.4 | 1.2 | 0.0

Molecules shown so far containing two or more sulfur atoms:
SMILES | GPR151 activ | MITF inh | TEAD-YAP block | FBW7 activator
Cc1nc2ccc(S(=O)(=O)NC(C(=O)Nc3ccccn3)C(C)C)cc2s1 (configuration not stated) | -0.7 | 15.5 | 3.0 | 0.3
CCOC(=O)CSc1nnc(NC(=O)c2ccccc2Cl)s1 | -1.1 | -2.4 | 6.2 | 0.1

(list continues)
SMILES | GPR151 activ | MITF inh | TEAD-YAP block | FBW7 activator
NC(=O)c1ccc2nc(NCCN3CCOCC3)sc2c1 | -1.2 | 19.5 | 1.2 | 0.2
Cc1ccc(C2c3c(oc4ccc(Cl)cc4c3=O)C(=O)N2CCN(C)C)cc1 (configuration not stated) | -1.4 | 5.4 | -6.2 | 0.1
CCC1=NN2C(=N)/C(=C\c3cc(C)n(-c4ccc(CC)cc4)c3C)C(=O)N=C2S1 | 0.0 | 6.6 | 0.0 | 0.1
COc1ccc(NS(=O)(=O)c2coc(C(N)=O)c2)cc1Cl | 0.9 | -5.7 | -0.1 | 0.0
O=C1CCCC2=C1C(c1ccc(F)cc1)NC(=S)N2 (configuration not stated) | 1.3 | -1.9 | 10.6 | 0.0
COc1cc(NC(=S)N2CCN(C)CC2)c(OC)cc1Cl | -1.4 | -9.1 | 6.7 | -0.1
CSc1n(C)nc(-c2ccccc2F)[n+]1C | -2.5 | 5.2 | -3.3 | 0.2
CN(Cc1ccsc1)C(=O)CCC1(Cc2ccc(F)cc2)CCC(=O)N1 (configuration not stated) | -0.4 | -21.0 | -3.9 | 0.1
COC(=O)C1=CN(C23CC4CC(CC(C4)C2)C3)C=C(C(=O)OC)C1c1cccs1 | 0.1 | -1.2 | 2.0 | 0.0
CCCOc1ccc(C2C(=O)N(C3CCC(C)CC3)CC(=O)N2CCc2ccccc2Cl)cc1OC (configuration not stated) | -0.3 | 6.3 | 2.5 | 0.0
Cc1nc2c(C(=O)NCc3ccccc3Cl)cnn2c(C)c1Cc1ccc(Cl)cc1 | 0.2 | -3.7 | -0.7 | -0.1
CCOc1ccccc1NC(=O)CCS(=O)(=O)c1ccccc1 | -0.3 | -3.1 | -4.3 | -0.1
CC(C)NS(=O)(=O)c1ccc(NC(=O)COc2ccc(C(C)C)cc2)cc1 | 0.3 | 15.4 | -1.3 | 0.1
O=C(Nc1ccc(Oc2cccnc2)cc1)C1CCN(Cc2ccc(F)cc2)CC1 | 0.3 | -4.9 | 5.9 | -0.2
CC(C)n1cnc2c(NCCN3CCOCC3)nc(Nc3cccnc3)nc21 | -0.3 | 8.2 | 4.0 | -0.1
N#Cc1ccc(NC(=O)COc2cccnc2[N+](=O)[O-])cc1 | 0.3 | -4.2 | 7.6 | -0.2
CCCOC(=O)C1=C(C)NC2=C(C(=O)CC(c3ccc(OC)cc3)C2)C1c1ccncc1 (configuration not stated) | -1.2 | -4.0 | -2.9 | 0.0
CCOC(=O)C1=C(C)N=c2s/c(=C\c3cccc(OCC)c3)c(=O)n2C1c1ccccc1OC(C)C (configuration not stated) | 1.3 | 5.9 | -4.6 | -0.1
COc1cc(C(C)(C)C)cc(Br)c1O | 0.4 | -2.3 | 3.8 | 0.1

Among those listed so far, three contain a CF3 group:
SMILES | GPR151 activ | MITF inh | TEAD-YAP block | FBW7 activator
Nc1nc2nc(-c3ccco3)cc(C(F)(F)F)n2n1 | 0.5 | 3.8 | -27.1 | -0.1
Cc1cc(NCc2cccc(C(F)(F)F)c2)nc(-c2ccc(N3CCN(C)CC3)cc2)n1 | 2.4 | -1.2 | 8.8 | 0.1
FC(F)(F)c1cccc(Nc2nccn3c(-c4ccsc4)cnc23)c1 | 0.5 | 0.2 | 5.1 | 0.0
